MBNL1-CUG inh = MBNL1-poly(CUG) RNA binding inhibition | TR-FRET MBNL1-His/biotin-(CUG)12 binding, 665/545 ratio | AID 2675 | Potency, µM (titrated, usually from 57.5 µM), for inactives: at the highest dose activity change, negative = inhibition, hits mostly inhibitors | 280,000 compounds, 0.036% hits; active = well fitted inhibition curve with a large enough effect in the signal ratio, with a control signal flat, not every such curve was filed as active; inconclusive = small, poorly fitted or top-dose-only effect, or effect the other way, or a change in a side signal; inactive = no such curve, though single readings can be large or run the other way; the % refers to the signal ratio; note: % is set by controls: 0 for no effect and ±100 for the full control effect
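His-tagged MBNL1 binding to biotinylated (CUG)12 RNA was measured by TR-FRET using terbium anti-His antibody (0.055 ng/ul final) and streptavidin-XL665 (5 nM final). Compounds were titrated 92 nM to 58 uM; 60 min at room temperature.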
RORgamma inh = ROR gamma (mouse) transcription inhibition; P51450; Drosophila S2 Gal4-RORgamma UAS-luciferase reporter, 20 h; Potency, µM (titrated, usually from 53.6 µM), inactives show at the highest dose activity change, negative = inhibition, usual class: inhibitors; 310,000 compounds, 5.4% hits; AID 2551; note: % is set by controls: 0 for no effect and ±100 for the full control effect; nearly all actives have a fitted effect of over 60% in size
Target sequence (P51450 whole entry, looked up, the tested form may be a part): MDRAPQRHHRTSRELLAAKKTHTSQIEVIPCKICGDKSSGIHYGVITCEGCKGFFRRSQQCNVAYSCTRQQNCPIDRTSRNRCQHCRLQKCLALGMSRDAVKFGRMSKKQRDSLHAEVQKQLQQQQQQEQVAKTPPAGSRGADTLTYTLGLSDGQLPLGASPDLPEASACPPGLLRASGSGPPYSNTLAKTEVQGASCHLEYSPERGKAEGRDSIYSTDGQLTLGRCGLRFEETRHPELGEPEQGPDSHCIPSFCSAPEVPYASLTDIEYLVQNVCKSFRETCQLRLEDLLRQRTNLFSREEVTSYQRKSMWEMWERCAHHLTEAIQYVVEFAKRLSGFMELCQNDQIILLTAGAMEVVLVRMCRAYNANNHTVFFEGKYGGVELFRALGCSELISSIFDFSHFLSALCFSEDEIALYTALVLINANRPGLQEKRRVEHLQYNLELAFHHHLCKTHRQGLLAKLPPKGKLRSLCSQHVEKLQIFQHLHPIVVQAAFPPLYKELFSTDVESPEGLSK
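Read-out: Photinus luciferase luminescence; inhibitors lower reporter signal. Insect Schneider cells with Gal4-ROR gamma fusion under metallothionein promoter, UAS reporter; 700 uM final copper sulfate induction, 20 hr, ambient temperature.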
BRCA1 expr act = activators of BRCA1 expression | MCF7-BRCA1-FFLuc reporter, luminescence, 48 h; response scale: scaled: vehicle 0%, 10 µM genistein 100% | Potency, µM (top dose mostly 46.1 µM), for inactives: at the top dose activation, usual class: activators | 380,000 compounds, 1.1% hits; note: nearly all actives have a fitted effect of over 80% in size; some results filed as inactive show a strong effect at the top dose
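Using MCF7 cells harboring a BRCA1 firefly luciferase reporter, plated 2 h before compound pinning, the screen measured luminescence after 48 h incubation. Responses were normalized to DMSO and 10 microM genistein, then fitted for concentration-effect.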
NPC1 promoter act = activates the NPC1 promoter | Huh7 NPC1 promoter luciferase reporter, 24 h | Potency, µM (doses to about 9.22 µM), for the others: at the top dose activation, usual class: activators | 320,000 compounds, 2.4% hits;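 note: % of control where 0% means no effect; nearly all actives have a fitted effect of over 60% in size; reporter is driven by a mutant NPC1 promoter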
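Huh7 reporter cells (NPC1 promoter driving luciferase) are dosed with compound for 24 h at 37 °C, 5% CO2; luciferase detection reagent is then added and luminescence measured after 10 min at ambient temperature.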
uPA generation = cell surface uPA generation inhibition | AID 540303 | Potency, µM (highest dose often 38.3 µM), for the others: at the top dose activity change, negative = inhibition, most hits filed as inhibitors | 330,000 compounds, 0.31% hits | cell surface uPA generation assay, qHTS; active = well fitted inhibition curve with a large enough effect; inconclusive = small, poorly fitted or top-dose-only effect; inactive = no such curve, though single readings can be large or run the other way; tested in mouse RAW 264.7 cells; note: % is set by controls: 0 for no effect and ±100 for the full control effect; nearly all actives have a fitted effect of over 55% in size
FLuc modulator = counter-screen for miR-21 project: firefly luciferase inhibitors or activators; P08659; purified FLuc, Km substrates, luminescence inhibition; Potency, µM (highest dose often 57.5 µM), for the others: at the highest dose activity change, negative = inhibition, usual class: inhibitors; 360,000 compounds, 6.9% hits;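 note: plate controls were vehicle for no effect and reference inhibitor for full effect; nearly all actives have a fitted effect of over 55% in size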
Target sequence (P08659 whole entry, looked up): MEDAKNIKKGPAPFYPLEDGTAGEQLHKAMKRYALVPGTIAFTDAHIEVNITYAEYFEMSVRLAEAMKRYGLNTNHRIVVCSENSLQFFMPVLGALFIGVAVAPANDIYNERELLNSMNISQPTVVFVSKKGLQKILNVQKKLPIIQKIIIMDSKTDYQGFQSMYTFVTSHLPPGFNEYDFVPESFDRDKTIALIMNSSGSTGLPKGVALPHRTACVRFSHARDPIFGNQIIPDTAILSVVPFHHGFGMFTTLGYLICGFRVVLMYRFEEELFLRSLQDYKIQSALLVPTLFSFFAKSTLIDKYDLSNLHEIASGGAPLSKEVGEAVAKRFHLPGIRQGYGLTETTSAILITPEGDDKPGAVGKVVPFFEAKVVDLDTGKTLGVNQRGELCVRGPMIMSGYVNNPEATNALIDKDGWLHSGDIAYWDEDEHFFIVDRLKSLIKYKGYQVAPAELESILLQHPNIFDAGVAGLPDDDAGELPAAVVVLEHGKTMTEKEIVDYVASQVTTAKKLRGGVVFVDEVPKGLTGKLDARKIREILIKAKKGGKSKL
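Purified P. pyralis luciferase (10nM final) with 10uM D-luciferin and 10uM ATP (Km levels) in 50mM Tris acetate pH 7.5, 10mM Mg acetate, 0.01% Tween-20, 0.05% BSA; qHTS 6-point titration, ~60 µM downward; luminescence read.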
p53 reactivation = mutant p53 re-activation in reporter cells; H1299 p53-A138V BP100-luciferase reporter, luminescence, 24 h; Potency, µM (highest dose often 92.2 µM), without a hit: at the highest dose activity change, positive = activation, usual class: activators; 320,000 compounds, 0.063% hits; AID 504706; note: % of control where 0% means no effect; nearly all actives have a fitted effect of over 45% in size
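p53-null H1299 cells stably carrying temperature-sensitive p53-A138V and a BP100-luciferase reporter were pinned with compounds (4-point, 1:5 series) and held 24 hrs at 37 deg C. Luminescence was read 10 min after detection reagent.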
Gal4-VP16 FLuc = counter-screen for ROR gamma inhibitors: Gal4-VP16 reporter; Drosophila S2 Gal4-VP16 UAS-luciferase, luminescence, 20 h; Potency, µM (titrated, usually from 53.6 µM), for the others: at the top dose activity, negative = inhibition, hits mostly inhibitors; 310,000 compounds, 3.5% hits; AID 2546;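 note: Gal4-VP16 expression switched on by copper sulfate through the metallothionein promoter; % is set by controls: 0 for no effect and ±100 for the full control effect; nearly all actives have a fitted effect of over 50% in size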
ELG1 genotox = induces genotoxicity in HEK293T cells with luciferase-tagged ELG1; HEK293T ELG1-luciferase reporter, luminescence, 16 h; Potency, µM (series often up to 46 µM), inactives show at the highest dose activity change, positive = activation, usual class: activators; 330,000 compounds, 1.3% hits; AID 504466; note: % of control where 0% means no effect; nearly all actives have a fitted effect of over 60% in size
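Reporter readout depends on ELG1 protein level, which increases with genetic stress. After 16 hr compound exposure at 37 °C, luciferase activity was quantified using ONE-Glo.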
Rab9 promoter act = activates the Rab9 promoter | Huh7 Rab9 promoter-luciferase reporter, luminescence, 24 h | Potency, µM (doses to about 9.22 µM), for inactives: at the highest dose activation, negative = inhibition, usual class: activators | 320,000 compounds, 2.8% hits; note: % of control where 0% means no effect; nearly all actives have a fitted effect of over 60% in size
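Cells were plated at 1500 per well in reduced-serum medium with 10% FBS and left 2 h. Compound in DMSO was then added for 24 h at 37 °C. Reporter signal was read by luminescence after 10 min with luciferase detection reagent.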
Active calls of the source: *; ? = inconclusive; · = no result given; [ ] = dose if it differs, or a comment. Unless noted, calls come from the whole dose curve; as a rule, active = well fitted curve in the direction sought with a large enough effect; inconclusive = small, poorly fitted or top-dose-only effect, or another doubt; inactive = no such curve, though single readings can be large; an effect the other way counts as inactive or inconclusive. Potency is the fitted concentration of half-maximal effect.

SMILES | MBNL1-CUG inh | RORgamma inh | BRCA1 expr act | NPC1 promoter act | uPA generation | FLuc modulator | p53 reactivation | Gal4-VP16 FLuc | ELG1 genotox | Rab9 promoter act
COc1ccc(N2CCN(S(=O)(=O)c3cc4c5c(c3)C(C)C(=O)N5CCC4)CC2)cc1 (stereo not drawn) | · | · | -19% | -3% | 2% | 11% | 0% | · | ? | 0%
C/C(CC(=O)NC(C)(C)C)=N\NC(=O)c1ccco1 | 1% | 3% | 13% | 7% | 5% | 3% | ? | 30% | 2% | -1%
CCOC(=O)c1cnc(SCc2ccccc2)nc1N | 5% | 18% | 2.2µM* | 1.6µM* | -12% | 2.1µM* | ? | -2% | 7.3µM* | 0.89µM*
O=C(Nc1ccc(-c2ccc(N3CCCCC3)nn2)cc1)c1ccco1 | · | · | -10% | ? | -1% | 4.8µM* | 11% | · | ? | 2.8µM*
O=Cc1cccc(OCc2cccc3ccccc23)c1 | -2% | 5% | ? | 2.8µM* | -2% | 27µM* | ? | -6% | ? | 4µM*
CCOc1ccccc1Nc1nc(N)nc(CSc2nccc(C)n2)n1 | -4% | -3% | -18% | 5% | 0% | -5% | -12% | -4% | 1% | 7%
S=c1[nH]nc(-c2ccc(Cl)cc2Cl)n1-c1ccccc1 | 2% | 11%[1.91 µM] | 14% | -1% | 9% | ? | · | ? | ? | 20%
COC(=O)Nc1ccc(SCC(=O)c2ccccc2)cc1 | 6% | 23% | 49% | 17% | 0% | 19µM* | 9% | -12% | 12% | ?
O=c1c(-c2ccccc2)[n+]([O-])c2ccccc2n1O | ? | -26% | 5% | 0% | 0% | -1% | -1% | 0% | 1% | 2%
CC1(C)Cc2c(cnn2-c2ccccc2)C(=O)/C1=N\NC(=O)c1ccccc1 | 4% | -2% | -7% | -2% | -12% | ? | -5% | 10% | 2% | -3%
COc1ccc(-c2ccc(F)cc2)cc1[C@H]1[C@H]2C=CC[C@@H](C)[C@@H]2C(=O)N1Cc1ccccc1 | 1% | 38% | -47% | -10% | -27% | 0% | 7% | -5% | -4% | -8%
Cc1occc1-c1nnc(SCC(=O)c2c(N)n(C3CC3)c(=O)[nH]c2=O)n1C | · | · | -10% | 0% | 5% | -2% | 0% | · | 1% | -1%
COc1ccc(C2C(C(C)=O)=C(O)C(=O)N2c2ccc(O)cc2)cc1 (stereo not drawn) | 22% | 0% | 4% | 1% | -2% | 1% | -1% | -1% | 1% | 3%
Cn1cc(CCC(=O)N2CCCC(C(=O)c3ccc(C(C)(C)C)cc3)C2)cn1 (stereo not drawn) | -16% | ? | -17% | -2% | -1% | -16% | -2% | ? | -4% | 10%
Cc1ccc(C(=O)N/N=C(/CC(=O)c2cccs2)C(F)(F)F)cc1 | 35%[activator] | 11µM* | -50% | -3% | 2% | ? | 5% | 7.1µM* | -7% | -2%
CC(C)C1Oc2ccccc2N(CC(=O)N(Cc2ccncc2)Cc2ccco2)C1=O (stereo not drawn) | ? | ? | -20% | -1% | 1% | -1% | -7% | 0% | -1% | -4%
Cc1ccccc1OCC(=O)NNC(=O)CCc1ccccc1 | 2% | -13% | 13% | -2% | -3% | 2% | -4% | -5% | -3% | 0%
C=CCSc1nnc(N2C(=O)C(O)=C(C(=O)c3ccco3)C2c2ccccc2F)s1 (stereo not drawn) | ? | 3% | 18% | -3% | 7% | -2% | -1% | 19% | -1% | -1%
O=C(/C=C/NNC(=O)c1ccccc1)c1ccc(Br)cc1 | 10% | ? | -62% | 7% | -9% | 27µM* | 19% | 3% | ? | 0%
O=C(NCc1ccco1)c1cc2ccccc2c(=O)o1 | ? | 17% | 0% | 13% | 4% | 15µM* | ? | 0% | 15% | 10%
CN(C)c1cccc(C(=O)OCC(=O)c2ccc[nH]2)c1 | · | · | ? | 3.2µM* | -1% | 11µM* | 18% | · | ? | 1.4µM*
O=C1CC(Nc2ccc3ccccc3c2)C(=O)N1Cc1ccccc1 (stereo not drawn) | 0% | 42% | 15% | 0% | 3% | -9% | -5% | 7% | -1% | -4%
CCC(C)(C)c1ccc(Oc2ccc(N)cc2)cc1 | -1% | -13% | -83%[inhibitor] | -44%[inhibitor] | -3% | ? | -10% | 7.9µM* | -11% | -53%[inhibitor]
CC(C)n1ncc2c(C(=O)Nc3ccc(S(N)(=O)=O)cc3)cc(C3CC3)nc21 | · | · | -18% | 0% | 2% | 8% | -5% | · | 2% | 1%

Only Gal4-VP16 FLuc and ELG1 genotox, for some of the entries so far:
Molecule | Gal4-VP16 FLuc | ELG1 genotox
CC(C)C1Oc2ccccc2N(CC(=O)N(Cc2ccncc2)Cc2ccco2)C1=O (stereo not drawn) | 0% | -1%
Cc1ccccc1OCC(=O)NNC(=O)CCc1ccccc1 | -5% | -3%
C=CCSc1nnc(N2C(=O)C(O)=C(C(=O)c3ccco3)C2c2ccccc2F)s1 (stereo not drawn) | 19% | -1%
O=C(/C=C/NNC(=O)c1ccccc1)c1ccc(Br)cc1 | 3% | ?
O=C(NCc1ccco1)c1cc2ccccc2c(=O)o1 | 0% | 15%

3 entries already listed, sorted by their value in uPA generation, high to low:
molecule | MBNL1-CUG inh | NPC1 promoter act | uPA generation | p53 reactivation | Rab9 promoter act
Cc1ccc(C(=O)N/N=C(/CC(=O)c2cccs2)C(F)(F)F)cc1 | 35%[activator] | -3% | 2% | 5% | -2%
CC(C)C1Oc2ccccc2N(CC(=O)N(Cc2ccncc2)Cc2ccco2)C1=O (stereo not drawn) | ? | -1% | 1% | -7% | -4%
COc1ccc(C2C(C(C)=O)=C(O)C(=O)N2c2ccc(O)cc2)cc1 (stereo not drawn) | 22% | 1% | -2% | -1% | 3%

(continued)
SMILES | MBNL1-CUG inh | RORgamma inh | BRCA1 expr act | NPC1 promoter act | uPA generation | FLuc modulator | p53 reactivation | Gal4-VP16 FLuc | ELG1 genotox | Rab9 promoter act
CCN1CCC2(CCN(Cc3cn[nH]c3-c3ccc(OC)c(F)c3)C2)C1 (stereo not drawn) | -5% | 1% | 1% | -7% | 10% | -1% | -2% | -6% | 3% | -6%
CC(C)C1O/C(=N/C(=O)Nc2ccc(Cl)c(Cl)c2)NC1=O (stereo not drawn) | -10% | ? | 9% | -1% | 1% | -16% | 13% | ? | -6% | -6%
Cc1cc(=O)[nH]c(SCc2cccc3cccnc23)n1 | 2% | 19% | -18% | -2% | -3% | ? | -5% | -3% | 7% | 1%
Cc1ccc(S(=O)(=O)N2CCN(S(=O)(=O)c3ccc(C)cc3)C2c2ccccc2)cc1 | 7% | -11% | -21% | 0% | · | -3% | -4% | -11% | -3% | -1%
Cc1nnc2n1N=C(c1ccc(F)cc1F)CS2 | · | · | 5% | 0% | -19% | · | -7% | · | 7% | -8%
COc1nc(C)cc(C)c1S(=O)(=O)c1ccc(Cl)cc1 | ? | 18% | 4% | -3% | -3% | 1% | -8% | 9% | 0% | -6%
Cc1cccc(NC(=O)C2CCN(S(=O)(=O)c3ccc4c(c3)C(C)(C)C(=O)N4C)CC2)c1C | 2% | 2% | -3% | -4% | -4% | 1% | 8% | 0% | 0% | -1%
O=C(CSc1nc2ccccc2c(=O)n1-c1ccc(F)cc1)NC1CCS(=O)(=O)C1 (stereo not drawn) | · | · | 17% | 1% | -4% | 6% | 14% | · | 17% | -5%
O=[N+]([O-])c1cccc(S(=O)(=O)N2CCCC2)c1 | ? | -16% | 0% | -3% | 9% | 10% | -2% | 1% | 1% | -1%
Cc1ccc(C)c(-c2nnc(OCC(=O)Nc3cc(C)on3)c3ccccc23)c1 | 6% | 23% | -11% | -2% | -4% | 0% | -6% | -16% | 3% | -3%
CCOC(=O)N1CCN(S(=O)(=O)c2ccc(C(=O)Nc3nnc(C4CC4)o3)cc2)CC1 | -12% | 1.8µM* | -35% | -5% | -5% | 3% | 9% | 3.2µM* | -3% | 2%
CCCSc1nc2c(c(=O)n1-c1ccc(OCC)cc1)SCC2 | -4% | 1% | -6% | -8% | 4% | 4% | 3% | -2% | 0% | -5%
O=C(Nc1ccccc1)c1ccc(-c2ccccc2)s1 | 144%[activator] | -26% | 15% | ? | 1% | 1.7µM* | 28% | -17% | 5.2µM* | ?
O=C(C1CCCO1)N1CCN(C(=S)Nc2ccccc2C(F)(F)F)CC1 (stereo not drawn) | ? | 5% | -19% | -3% | -14% | 2% | 33% | -3% | 1% | 10%
COc1ccccc1C1CC(=O)Nc2cc3c(cc21)OCCO3 (stereo not drawn) | -10% | -14% | -82% | -22% | ? | 6%[2.3 µM] | 15% | 11µM* | 4% | -11%
O=S(=O)(c1ccc2nnn(O)c2c1)N1CCCCC1 | 4% | 10% | 3% | 1% | 3% | 2% | -5% | -2% | 2% | -3%
O=C(NC1CCN(Cc2ccccc2)CC1)C12CC3CC(CC(C3)C1)C2 | 1% | ? | -14% | -1% | 0% | 1% | -6% | 3% | -4% | -7%

Screening data: PubChem BioAssay, National Center for Advancing Translational Sciences (NCATS)
